# NCI-60 one-dose screen, 48 h, at 10 µM unless noted. Numbers give growth in % (100 = growth as untreated, 0 = no growth, -100 = all killed).
# MCF7 = MCF7 breast cancer | 82,000 compounds, 6.3% hits; active = growth percent below 10
# Starred values were filed as active, the others as inactive; & = joins results of further samples; ! = a repeat was not active; [ ] = dose if it differs, or a comment. Only part of the results is shown (hit frequency here may not be typical).
canonical_smiles	MCF7
O=C1C(CO)N=C(c2cccc(O)c2)c2ccccc2N1CC1CC1 (stereo not given)	90[30 µM]
CC(=O)OC1C2CCC3C(C)(O)C4CC(O)C(C)(C)C4(O)C(O)CC13CC2(C)O (stereo not given)	91&87[100 µM]
N#CCN1C(=O)CN=C(c2ccc(O)cc2)c2cc(Cl)ccc21	92[30 µM]
NC(=O)CCC1N=C(c2cccc(O)c2)c2ccc(Cl)cc2N(CC(N)=O)C1=O (stereo not given)	88[30 µM]
CN(N)/N=N/c1nc[nH]c1C(N)=O	4.0*![100 µM]
CO[C@H](C)[C@](O)(C(=O)OCC1=CCN2CC[C@@H](O)[C@H]12)C(C)C	17&68[100 µM]
C/C=C1/CN2CCC34c5ccccc5N(C)C23C2CC1C4(C(=O)OC)C(O)O2 (stereo not given)	76&88[100 µM]
Cc1ccc(C(=O)Nc2ccc(CP(=O)(O)O)cc2)cc1NC(=O)Nc1cc(C(=O)Nc2ccc(CP(=O)(O)O)cc2)ccc1C	81&86[100 µM]
NC(=O)CN1C(=O)C(Cc2ccccc2)N=C(c2cccc(O)c2)c2ccc(Cl)cc21 (stereo not given)	96[30 µM]
Cc1ccc2nc(NC(=O)C(=O)C3C(=O)NC(=S)NC3=O)sc2c1	80&77[100 µM]
N#CCN1C(=O)C(CCC(N)=O)N=C(c2ccc(O)cc2)c2cc(Cl)ccc21 (stereo not given)	93[30 µM]

# A different layout for three compounds above:
> NC(=O)CCC1N=C(c2cccc(O)c2)c2ccc(Cl)cc2N(CC(N)=O)C1=O (stereo not given)
- MCF7: 88[30 µM]
> CN(N)/N=N/c1nc[nH]c1C(N)=O
- MCF7: 4.0*![100 µM]
> CO[C@H](C)[C@](O)(C(=O)OCC1=CCN2CC[C@@H](O)[C@H]12)C(C)C
- MCF7: 17&68[100 µM]
